RGS4 inh: human RGS4 inhibition; P49798; HEK293 M3R/RGS4 inducible, Fluo-4 calcium flux; active compounds read high; triggered by carbachol at its EC20; B-score at 10 µM; 310,000 compounds, 0.45% hits; AID 463165;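 active means B-score, a plate-corrected calcium signal, over three deviations above library mean, with baseline fluorescence within five deviations of library mean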;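 further: RGS4 expression induced by doxycycline in cells with stable M3 receptor; B-score is computed from the integrated fluorescence ratio over baseline after carbachol; higher B-score means a larger calcium signal and so more RGS4 inhibition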
Target sequence (P49798 whole entry, looked up): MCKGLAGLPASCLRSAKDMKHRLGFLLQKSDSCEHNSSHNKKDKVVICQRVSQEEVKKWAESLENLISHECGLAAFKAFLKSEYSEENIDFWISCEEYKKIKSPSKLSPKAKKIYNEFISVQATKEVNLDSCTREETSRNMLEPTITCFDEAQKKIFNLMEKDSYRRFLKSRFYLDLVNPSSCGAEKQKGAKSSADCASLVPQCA
TMEM16A act: activators or potentiators of mouse TMEM16A chloride channel; Q8BHY3; HEK293 TMEM16A/YFP-H148Q/I152L, iodide quench fluorescence; active compounds read low; B-score at 10 µM; 340,000 compounds, 0.3% hits;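 active means fluorescence-ratio B-score plate-corrected deviation score at least 3 library SD below zero, with starting fluorescence score within 5 deviations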;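 further: channel opened by trigger with iodide after compound preincubation; score built on the fluorescence ratio of max minus min over baseline; more negative score means more quench and so TMEM16A activation or potentiation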
RGS4 pot: RGS4 potentiation or activation; HEK293 M3R/inducible RGS4, carbachol calcium flux Fluo4; active compounds read low; B-score at 10 µM; 310,000 compounds, 0.92% hits; AID 463111;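 active means B-score of the integrated calcium signal more than 4 SD below the library mean, with starting fluorescence not abnormally high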;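 further: negative B-score means reduced calcium response which marks RGS4 activation or potentiation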
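Test system: HEK293 cells with stable M3R and inducible RGS4; also added: carbachol at ECmax as muscarinic agonist stimulus; schedule: dye loading 30 min 37 °C, buffer rest 30 min RT; technique: kinetic calcium fluorescence imaging with Fluo4-AM dye, 2 µM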
ANO1 block: inhibitors of mouse TMEM16A calcium-activated chloride channel; HEK293 TMEM16A/YFP iodide influx fluorescence, ionomycin; 310,000 compounds, 1.2% hits; Q8BHY3; normalized B-score (activity score, 25-100; higher = stronger inhibition) at 10 µM;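 active means ratio plate-corrected score three or more library SD toward inhibition, starting fluorescence score within five deviations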;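 further: score derived from kinetic fluorescence span divided by baseline fluorescence per well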
KCNQ1 inh: blocks the human KCNQ1 potassium channel | P51787 | CHO-K1 KCNQ1, FluxOR thallium flux fluorescence; active compounds read high | B-score at 10 µM | 310,000 compounds, 1.3% hits;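 active means compounds whose thallium flux B-score, printed positive for inhibition, exceeds three library SD while starting fluorescence stays within three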;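 further: channel opened by potassium depolarization with thallium stimulus after 20 min compound exposure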
MrgX1 PAM: human MrgX1 positive allosteric modulation, primary screen; Q96LB2; MrgX1-HEK293, Fluo-4 calcium flux, FDSS; active compounds read high; B-score at 10 µM; 310,000 compounds, 0.63% hits;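 active means plate-corrected calcium response at least 3 library SD above typical, normal starting fluorescence, not activating the receptor alone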;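 further: compound read alongside a low EC10 to EC30 dose of BAM8-22 agonist; peak minus trough fluorescence over baseline measured at the second addition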
MrgX1 ag: activates human MrgX1 receptor signaling; MrgX1-HEK293 cells, Fluo-4 calcium fluorescence, agonist mode; active compounds read high; B-score at 10 µM; AID 588627; Q96LB2; 310,000 compounds, 0.44% hits;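 active means calcium response B-score plate-corrected fluorescence ratio at least 3 library SD, with starting fluorescence B-score inside 5 SD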
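Test system: Stable human MrgX1 HEK293 cell line | Schedule: Overnight plating before 1 h dye loading | Read-out basis: Baseline-normalised fluorescence change ratio, B-scored | Detection: Kinetic calcium dye fluorescence, Fluo-4 NW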
KCNK3 block: human KCNK3 channel inhibition, primary screen. O14649. CHO-KCNK3 thallium flux, FluxOR fluorescence; active compounds read low. B-score at 10 µM. 340,000 compounds, 0.84% hits. AID 602410;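 active means B-score under library mean minus 4 SD, starting fluorescence ratio at most library mean plus 5 SD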;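 further: more negative B-score means stronger inhibition of thallium flux through KCNK3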
Target sequence (O14649 whole entry, looked up): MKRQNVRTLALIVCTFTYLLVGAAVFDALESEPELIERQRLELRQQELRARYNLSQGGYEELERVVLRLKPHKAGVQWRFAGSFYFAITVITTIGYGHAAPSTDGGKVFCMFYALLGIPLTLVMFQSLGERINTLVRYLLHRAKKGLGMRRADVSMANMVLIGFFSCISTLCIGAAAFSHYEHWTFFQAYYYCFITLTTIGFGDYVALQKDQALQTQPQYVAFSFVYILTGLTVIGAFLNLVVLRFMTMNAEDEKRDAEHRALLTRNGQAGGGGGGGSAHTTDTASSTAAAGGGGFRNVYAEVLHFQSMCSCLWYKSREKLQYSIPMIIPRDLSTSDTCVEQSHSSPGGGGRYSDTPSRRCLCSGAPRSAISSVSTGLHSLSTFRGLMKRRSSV
hERG rescue: hERG (human) protection from proarrhythmic block; Q12809; CHO-hERG, FluxOR thallium flux, dofetilide IC70 present; activation (rescue from dofetilide block), less the hit threshold, % at 10 µM; 310,000 compounds, 0.51% hits; AID 1511;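 active means activation above the mean of controls blocked by dofetilide plus 5 SD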;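 further: thallium influx through hERG after potassium depolarization seen as dye fluorescence rise; in these data hits start at about 4.7%; inactives centre near -7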
KCNK9 inh: human KCNK9 channel inhibition; B-score at 10 µM; HEK293 KCNK9, FluxOR thallium flux fluorescence; active compounds read low; Q9NPC2; 310,000 compounds, 1.2% hits;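 active means ratio B-score over 3 SD below the library mean, with starting fluorescence within 5 SD of its mean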;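 further: negative B-score means less thallium flux so channel inhibition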
Target sequence (Q9NPC2 whole entry, looked up): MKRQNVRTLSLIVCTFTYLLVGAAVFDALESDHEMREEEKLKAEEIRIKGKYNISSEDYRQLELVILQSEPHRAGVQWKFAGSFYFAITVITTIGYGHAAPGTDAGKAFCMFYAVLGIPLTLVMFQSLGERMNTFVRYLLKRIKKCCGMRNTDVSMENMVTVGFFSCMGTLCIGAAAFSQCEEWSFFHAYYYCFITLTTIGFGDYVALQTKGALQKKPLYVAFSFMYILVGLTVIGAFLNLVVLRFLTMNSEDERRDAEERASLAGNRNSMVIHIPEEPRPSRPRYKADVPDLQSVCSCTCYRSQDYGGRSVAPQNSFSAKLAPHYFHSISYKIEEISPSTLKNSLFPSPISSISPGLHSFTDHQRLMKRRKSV
KCNQ1 act: potentiators or activators of human KCNQ1 potassium channel; CHO-K1 KCNQ1, thallium flux FluxOR fluorescence; active compounds read high; AID 2648; B-score at 10 µM; 310,000 compounds, 0.35% hits;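 active means fluorescence ratio B-score, a plate-corrected score, at least three library SD, with initial intensity B-score within 5 SD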
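Schedule – 37 °C overnight plating, 90-min dark dye load, 20-min compound pretreatment · System – stable KCNQ1 CHO-K1 line · Probe or stimulus – thallium- and potassium-containing depolarizing buffer · Measured by – kinetic FluxOR fluorescence, 10 s baseline plus 110 s post-stimulus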
* hit, by the source's call; i = inactive; . = not tested or not shown.

SMILES | RGS4 inh | TMEM16A act | RGS4 pot | ANO1 block | KCNQ1 inh | MrgX1 PAM | MrgX1 ag | KCNK3 block | hERG rescue | KCNK9 inh | KCNQ1 act
CCCCOc1ccc(NC2=NC3(CCCCC3)N=C(N)N2)cc1 | i | i | i | i | i | i | i | i | -12 | i | i
COc1cccc(C(=O)Nc2ccc(NC(=O)C3CC3)cn2)c1 | i | i | i | i | i | i | i | i | -9 | i | i
CCOC(=O)N1CCN(S(=O)(=O)N2CCCC(C(=O)NCCc3ccc(OC)c(OC)c3)C2)CC1 (centres undefined) | i | i | i | i | i | i | i | i | -6 | i | i
CCNc1nc(NCC)n2c(SCC(=O)Nc3ccc(NC(C)=O)cc3)nnc2n1 | i | i | i | i | i | i | i | i | -1 | i | i
O=C(c1ccc([N+](=O)[O-])cc1)N1CCCC1 | i | i | i | i | i | i | i | i | -5 | i | i
Cc1oc(-c2ccc(Cl)cc2)nc1CN1CCCC(C(=O)NCCCN2CCCC2=O)C1 (centres undefined) | . | i | . | i | . | i | i | i | . | . | .
COc1cc2c(cc1OC)C(c1ccc(Br)cc1)CC(=O)N2 (centres undefined) | i | i | i | i | i | i | i | i | -9 | i | i
C=CCNS(=O)(=O)c1ccc2c(c1)n(C)c(=O)n2C | i | i | i | i | i | i | i | i | -3 | i | i
CCn1ccc(-c2ccccc2)c(C#N)c1=O | i | i | i | i | i | i | i | i | -5 | i | i
Cc1ccc2nc3c(cc(C(=O)NCCc4ccccc4)c(=N)n3CCCN3CCOCC3)c(=O)n2c1 | i | i | i | i | i | i | i | i | -9 | i | i
COc1ccc(-c2c([C@H]3[C@@H]4C=CCC[C@@]4(C)C(=O)N3Cc3ccccc3)ccc3ccccc23)cc1OC | i | i | i | i | i | i | i | i | -18 | i | i
O=C(N/N=C/C(Cl)=C/c1ccccc1)c1cnccn1 | i | i | i | i | i | i | i | i | 1 | i | i
c1ccc(CNc2nnnn2-c2ccccc2)cc1 | i | i | i | i | i | i | i | i | -12 | i | i
COC(=O)c1ccccc1NC(=O)CC#N | i | i | i | i | i | i | i | i | -4 | i | i
O=C(c1ccc2c(c1)OCO2)N1CCN(S(=O)(=O)N2CCCCC2)CC1 | i | i | i | i | i | i | i | i | -6 | i | i
Cc1cccc(NS(=O)(=O)c2cc(C(=O)OCC(=O)Nc3cc(C)on3)ccc2C)c1 | i | i | i | i | i | i | i | i | -9 | i | i
NC(=O)C(CCC(=O)c1ccc(Br)cc1)S(=O)(=O)c1ccccc1 (centres undefined) | i | i | i | i | i | i | i | i | -5 | i | i
CC(=O)Nc1ccc2nc(CN3CCN(CC(C)C)C(CCO)C3)ccc2c1 (centres undefined) | i | i | i | i | i | i | i | i | -3 | i | i
CCC(NS(=O)(=O)c1ccc(OC)cc1)C(=O)NCCc1ccccc1 (centres undefined) | i | i | i | i | i | i | i | i | -2 | i | i
COc1cc(NC(=O)c2cnn3c(C(F)F)cc(C4CC4)nc23)c(OC)cc1Cl | i | i | i | i | i | i | i | i | -7 | i | i
CCOc1ccc(Br)cc1S(=O)(=O)Nc1ccc(C(=O)OCC(=O)Nc2ccc(C#N)cc2)cc1 | i | i | i | i | i | i | i | i | -9 | i | i
CC(C)CCNC(=O)c1ccc(OC2CCN(S(=O)(=O)N(C)C)CC2)cc1 | i | i | i | i | i | i | i | i | -13 | i | i
CC(C)(C)C1CCC(OC(=O)C[N+]2(C)CCCCC2)CC1 (centres undefined) | i | i | i | i | i | i | i | i | -12 | i | i
CC(=O)C1=C(C)OC(N)=C(C#N)C1c1ccncc1 (centres undefined) | i | i | i | i | i | i | i | i | -2 | i | i
Cn1ccsc1=NC(=O)c1cccc(C#N)c1 | i | i | i | i | i | i | i | i | -10 | i | i
N#C/C(=C\c1ccc(-c2ccccc2C(=O)O)o1)c1nc2ccccc2[nH]1 | i | i | i | i | i | i | 27* | i | -5 | i | i
CN(C(=S)Nc1cccnc1)c1ccc(O)cc1 | i | i | i | i | i | i | i | i | -3 | i | i
O=C(CSc1nc2c(cnn2-c2ccccc2)c(=O)[nH]1)NC1CCS(=O)(=O)C1 (centres undefined) | i | i | i | i | i | i | i | i | -5 | i | i
Cc1c(C(=O)OCC(=O)N2CC(C)OC(C)C2)oc2ccc(Br)cc12 (centres undefined) | i | i | i | i | i | i | i | i | -15 | i | i
COC(=O)c1nonc1NCn1nnc2ccccc21 | i | i | i | i | i | i | i | i | -5 | i | i
N#CC1=C(N)N(c2ccccc2)C2=C(C(=O)CCC2)C1c1ccsc1 (centres undefined) | i | i | i | i | i | i | i | i | -15 | i | i
CN(C)CCOC(=O)CC12CC3CC(C1)CC(CC(=O)OCCN(C)C)(C3)C2 | i | i | i | i | i | i | i | i | -8 | i | i
Cc1cc(C)cc(N2C(=O)CC(n3ccnc3)C2=O)c1 (centres undefined) | i | i | i | i | i | i | i | i | -4 | i | i
COC(=O)c1cc(C(=O)OCC(=O)NC2CCS(=O)(=O)C2)cc([N+](=O)[O-])c1 (centres undefined) | i | i | i | i | i | i | i | i | -9 | i | i
O=C(O)c1ccc(Nc2nc(-c3cccnc3)cs2)cc1O | i | i | i | i | i | i | i | i | -7 | i | i
CCCOc1ccc(-c2c(C(=O)N/N=C/c3ccccc3OCC)nnn2-c2nonc2N)cc1 | i | i | i | i | i | i | i | i | 37* | i | i
O=C(N/N=C/c1cccc2ccccc12)c1cc(C2CC2)[nH]n1 | i | i | i | i | i | i | i | i | -6 | i | i
O=C(O)CC1SC(=Nc2cccc(C(F)(F)F)c2)NC1=O (centres undefined) | i | i | i | i | i | i | i | i | -7 | i | i
O=c1c([N+](=O)[O-])c(N2CCOCC2)c2ccccc2n1Cc1ccccc1 | i | i | i | i | i | i | i | i | -10 | i | i
Cc1nc(-c2ccc(O)c(O)c2)cs1 | i | i | i | i | i | i | i | i | -9 | i | i
CCCCCC1CC(CC(=O)O)C(=O)O1 (centres undefined) | i | i | i | i | i | i | i | i | -13 | i | i
C=CCn1c(SCc2cc([N+](=O)[O-])cc3c2OCOC3)nc2cc(C(=O)O)ccc2c1=O | i | i | i | i | i | i | i | i | -12 | i | i
Cc1ccc(CC(=O)Nc2ccncc2)cc1 | i | i | i | i | i | i | i | i | -10 | i | i
O=C(CCn1c(=O)oc2ccccc21)N1CCc2ccccc21 | i | i | i | i | i | i | i | i | -7 | i | i
Cc1ccc(C2NC(=S)NC3=C2C(=O)CC(C)(C)C3)cc1 (centres undefined) | i | i | i | i | i | i | i | i | -4 | i | i
Nc1c2c(nc3sc4c(c13)CCCC4)CCCCCC2 | i | i | i | i | i | i | i | i | -6 | i | i
Cc1nn(-c2cccc(C(F)(F)F)c2)c(=O)c2ccccc12 | i | i | i | i | i | i | i | -9* | -3 | i | i
CCc1nc(Nc2ccccc2OC)c2oc3ccccc3c2n1 | i | i | i | i | i | i | i | -9.2* | -5 | i | i
COc1ccc(C)cc1N(CC(=O)Nc1cccnc1)S(=O)(=O)c1ccc(C)cc1 | i | i | i | i | i | i | i | i | -28 | i | i
O=S(=O)(Nc1cccc2ccccc12)c1cccs1 | i | i | i | i | i | i | i | i | -6 | i | i
COc1ccccc1/C=N/NC(=O)CC(=O)NC1CCCCC1 | i | i | i | i | i | i | i | i | -18 | i | i
CC(=O)c1cccc(N(CC(=O)Nc2ccccc2C(=O)N2CCCC2)S(C)(=O)=O)c1 | i | i | i | i | i | i | i | i | -10 | i | i
COc1ccc(-n2cc(-c3ccccc3)c3c(NN4CCOCC4)ncnc32)cc1 | i | i | i | i | 9* | i | i | i | -25 | i | i
CC(NC(=O)c1ccc(CS(C)(=O)=O)cc1)c1ccc(-n2ccnc2)cc1 (centres undefined) | i | i | i | i | i | i | i | i | -10 | i | i
Cc1cccc2c(=O)n3c(nc12)CCCCC3 | i | i | i | i | i | i | i | i | -8 | i | i
CCc1ccc(-c2csc(NC(=O)c3cccnc3)n2)cc1 | i | i | i | i | i | i | i | i | -10 | i | i
Cc1nc(CCNS(=O)(=O)c2cccs2)cs1 | i | i | i | i | i | i | i | i | -2 | i | i
O=C(CSc1nnnn1-c1ccccc1)Nc1nc(-c2ccccc2)ns1 | i | i | i | i | i | i | i | i | -2 | i | i
Cc1nn(Cc2c(F)c(F)c(F)c(F)c2F)c(C)c1NC(=O)c1nn(C)c(C)c1Br | i | i | i | i | i | i | i | i | -8 | i | i
CCOC(CNC(=O)Cc1c(C)nc2c(-c3ccccc3)c(C)nn2c1C)OCC | i | i | i | i | i | i | i | i | -10 | i | i

Brought forward from above: 2 entries, then new ones.
SMILES | RGS4 inh | TMEM16A act | RGS4 pot | ANO1 block | KCNQ1 inh | MrgX1 PAM | MrgX1 ag | KCNK3 block | hERG rescue | KCNK9 inh | KCNQ1 act
Cc1nn(Cc2c(F)c(F)c(F)c(F)c2F)c(C)c1NC(=O)c1nn(C)c(C)c1Br | i | i | i | i | i | i | i | i | -8 | i | i
CCOC(CNC(=O)Cc1c(C)nc2c(-c3ccccc3)c(C)nn2c1C)OCC | i | i | i | i | i | i | i | i | -10 | i | i
CC1=C(C(=O)NCc2ccccc2)C(c2cccs2)n2ncnc2N1 (centres undefined) | i | i | i | i | i | i | i | i | -1 | i | i
Cc1ccc(C23CC4CC(CC(C(N)=O)(C4)C2)C3)cc1 | i | i | i | i | i | i | i | i | -8 | i | i
CCCCS(=O)(=O)Nc1ccc(N2CCOCC2)c(S(=O)(=O)N2CCOCC2)c1 | i | i | i | i | i | i | i | i | -5 | i | i
COc1cccc(C(c2c(N)n(C)c(=O)n(C)c2=O)C(C)[N+](=O)[O-])c1 (centres undefined) | i | i | i | i | i | i | i | i | -7 | i | i
OC(c1ccccc1)(c1ccccc1)C1CCN(C(=S)NC2CCCC2)CC1 | i | i | i | i | i | i | i | i | -3 | i | i
Cn1c(SCC(=O)N2CCN(c3cccc(Cl)c3)CC2)nnc1-c1ccncc1 | i | i | i | i | i | i | i | i | -7 | i | i
CCOC(=O)c1c(C)oc2cc(Br)c(OC(C)C(=O)OCC)cc12 (centres undefined) | i | i | i | 25* | i | i | i | i | -19 | i | i
